GPR151 ag – activators of human GPR151; Q8TDV0; PathHunter beta-arrestin GPR151 cells, luminescence; activation, % at 11.2 µM; 650,000 compounds, 1% hits; AID 1508602; in the data active = activation above about 4.9%;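 also: 0% = median of compound wells and 100% = cells with positive control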
Target sequence (Q8TDV0 whole entry, looked up): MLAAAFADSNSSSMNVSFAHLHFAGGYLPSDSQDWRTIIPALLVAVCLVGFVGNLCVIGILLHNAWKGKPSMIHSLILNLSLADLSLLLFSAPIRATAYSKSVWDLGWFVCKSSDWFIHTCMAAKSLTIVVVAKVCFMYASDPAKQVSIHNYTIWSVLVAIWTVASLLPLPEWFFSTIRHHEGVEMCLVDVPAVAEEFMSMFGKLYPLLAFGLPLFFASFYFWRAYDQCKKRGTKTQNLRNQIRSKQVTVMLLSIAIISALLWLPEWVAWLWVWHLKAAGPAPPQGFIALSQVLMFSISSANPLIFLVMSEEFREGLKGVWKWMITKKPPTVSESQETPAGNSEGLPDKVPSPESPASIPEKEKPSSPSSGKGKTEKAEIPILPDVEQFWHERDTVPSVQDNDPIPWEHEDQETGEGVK
MITF inh – inhibitors of human MITF; O75030; AlphaScreen MITF homodimerization, bead proximity signal; inhibition, % at 2.6 µM; 650,000 compounds, 0.91% hits; AID 1259374; in the data active = inhibition above about 50%;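 also: 0% = vehicle wells with protein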
Target sequence (O75030 whole entry, looked up): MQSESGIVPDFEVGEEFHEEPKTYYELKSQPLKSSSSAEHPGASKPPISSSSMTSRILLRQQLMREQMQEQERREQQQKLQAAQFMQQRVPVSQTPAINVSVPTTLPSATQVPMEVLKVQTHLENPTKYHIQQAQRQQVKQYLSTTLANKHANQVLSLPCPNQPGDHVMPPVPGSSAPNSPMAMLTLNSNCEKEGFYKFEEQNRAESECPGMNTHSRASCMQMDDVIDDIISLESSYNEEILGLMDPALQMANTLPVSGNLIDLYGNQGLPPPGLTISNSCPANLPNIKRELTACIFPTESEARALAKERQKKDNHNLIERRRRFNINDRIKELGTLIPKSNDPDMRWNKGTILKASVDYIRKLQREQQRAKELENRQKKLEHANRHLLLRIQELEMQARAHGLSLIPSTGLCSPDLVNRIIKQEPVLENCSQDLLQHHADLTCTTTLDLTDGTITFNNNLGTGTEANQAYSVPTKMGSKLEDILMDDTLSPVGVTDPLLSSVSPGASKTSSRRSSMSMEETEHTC
TEAD-YAP block – TEAD-YAP interaction inhibition; 640,000 compounds, 1.4% hits; inhibition, % at 9.12 µM; HEK-TIYL cells, TEAD-Gal4/YAP UAS-luciferase luminescence; in the data active = inhibition above about 32%;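 also: 0% = median of test compound wells and 100% = reference inhibitor wells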
FBW7 act – activators of human E3 ligase FBW7 | AID 1259310 | 650,000 compounds, 0.13% hits | AlphaScreen FBW7–phospho-cyclin E peptide binding, activator screen | normalized activity (activation), % at 26.1 µM | Q969H0; in the data active = normalized activity above about 1.9%;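 also: purified mutant Fbw7 with reduced substrate affinity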
Active calls of the source: *; · = no result given; & = joins results of further samples.

SMILES | GPR151 ag | MITF inh | TEAD-YAP block | FBW7 act
CC(NC(=O)C(=O)N1CCCCC1)C(c1cccs1)N1CCN(C)CC1 (stereo not given) | -0.4 | -1 | -8 | -0.1
COc1c[nH]c(C(=O)NCc2ccc(C)cc2)cc1=O | 3.9 | 9 | -1 | -0.1
COc1ccc(Br)cc1C(=O)NC1CCCC1 | 0.2 | 0 | 0 | 0.2
CC1(C)CC(CCN(Cc2ccccc2)C(=O)c2ccco2)(c2ccccc2)CCO1 (stereo not given) | -0.4 | 11 | -3 | -0.2
COc1ccc(OC)c(-n2c(=S)[nH]c3cc(C(=O)Nc4ccc(C)c(C)c4)ccc3c2=O)c1 | -0.8 | 14 | 4 | 0.0
COc1ccc(C(=O)Nc2ccc(-c3nc4ccccc4o3)cc2)cc1 | 0.1 | -3 | -3 | -0.1
CCN1CCN(c2ncnc3c2cnn3-c2ccc(C)cc2C)CC1 | -1.0 | 3 | 0 | -0.1
O=C(COC(=O)c1ccc(C(=O)OCC(=O)NCc2ccco2)cc1)NCc1ccco1 | 0.6 | 4 | 6 | 0.3
NC(=O)c1cccc(-c2cnn3c(NCCCN4CCOCC4)ccnc23)c1 | -0.9 | -7 | 26 | -0.1
CCC1=Nc2ccc(Br)cc2C(c2ccccc2)N1CC(=O)O (stereo not given) | 0.3 | 6 | 1 | -0.1
O=C(O)CN(c1ccc2c(c1)OCO2)S(=O)(=O)c1ccc2[nH]c(=O)c(=O)[nH]c2c1 | -1.0 | 2 | -5 | -0.2
O=C(CN1C(=O)c2cccc3cccc(c23)C1=O)N1CCN(Cc2ccccc2)CC1 | 1.9 | 17 | 0 | 0.6
COc1ccc(S(=O)(=O)N2CCC(C(=O)NC(C)C)CC2)cc1C | 0.2 | -6 | -1 | -0.2
O=C(Nc1ccnn1C1CCN(Cc2cccc(Cl)c2)CC1)c1ccc2c(c1)OCO2 | 0.0 | 10 | 13 | 0.0
Cc1cc(C)cc(NC(=O)c2ocnc2C)c1 | -3.5 | 10 | -10 | 0.0
Cn1c(NC(=O)C2CCCO2)cc(=O)n(C)c1=O (stereo not given) | 2.6 | -2 | 0 | -0.1
CCCC[C@@H]1CN2[C@H](c3ccc(Br)cc3)[C@@H](C)CC[C@H]2C(=O)O1 | -1.1&-0.3 | -10&4 | · | -0.1&0.1
N#CCc1nc(-c2ccc([N+](=O)[O-])cc2)cs1 | -0.7 | 6 | 12 | -0.1
COc1cc(OC)cc(C(=O)N2CCN(Cc3ccccc3OC)CC2)c1 | -0.9 | 61* | 3 | 0.1
O=C(OC12CC3CC(CC(C3)C1)C2)c1ccncc1 | 0.0 | -2 | -8 | -0.2
CCNc1cc(C(=O)NCc2ccccc2)c2ccccc2n1 | 0.4 | -1 | -2 | 0.0
Cc1cccc(NC(=O)CNC(=O)CSc2nc(N)cc(N)n2)c1C | 1.6 | 21 | 4 | 0.2
COC(=O)C1CC(=O)N(Cc2cccc(OC)c2)C12CCN(C1Cc3ccccc3C1)CC2 (stereo not given) | -1.0 | -6 | 1 | -0.1
O=C1/C(=C/c2cccc([N+](=O)[O-])c2O)Sc2ccccc21 | -0.9 | 8 | -4 | 0.0
O=C(c1ccc(SCc2ccco2)c([N+](=O)[O-])c1)N1CCOCC1 | 3.6 | 1 | 6 | 0.0
O=C(CSc1n[nH]c(-c2ccccc2)n1)c1ccc(O)cc1O | -0.3 | 1 | 2 | -0.3
NS(=O)(=O)c1ccc2nc(NC(=O)c3ccc(Cl)s3)sc2c1 | -1.3 | 5 | -57 | 0.1
CCCCCCc1cc2c(=O)c(-c3nc(C)cs3)coc2cc1OC(C)C(=O)OCC (stereo not given) | -1.1 | 11 | 6 | 0.1
CC(Oc1ccc(/C=c2/sc3nc4ccccc4n3c2=O)cc1)C(=O)O (stereo not given) | -0.8 | 16 | -3 | 0.5
COc1ccc(OC)c2[nH]c(=O)c(CCNC(=O)c3ccc(Br)o3)cc12 | 0.4 | 5 | 0 | 0.2
c1ccc(C2CC3CCCCC3CO2)cc1 (stereo not given) | 0.5 | 10 | 6 | 0.2
Cc1cc(NC(=O)CN2CCN(C/C=C/c3ccccc3)CC2)no1 | -0.6 | -6 | 4 | -0.1
CC1(C)CC(=O)C2=C(C1)N(c1ccc(Cl)c(Cl)c1)C1=C(C(=O)CC(C)(C)C1)C2c1cccc(Br)c1 | 0.0 | 2 | 0 | 0.1
Cc1nnc(SCC(=O)Nc2c(Cl)cc(Cl)cc2Cl)[nH]c1=O | -1.5 | -1 | 9 | 0.3
CCOc1ccc(C2C(C#N)=C(SCc3ccccc3)NC(=O)C2C(=O)OC)cc1 (stereo not given) | -0.8 | -2 | 0 | 0.0
O=C(O)CSCc1nc2ccccc2[nH]c1=O | -0.1 | 6 | -3 | 0.7
O=C(Cc1ccc(-c2ccccc2)cc1)Nc1cc(C2CC2)nn1-c1nc2c(c(=O)[nH]1)CCCC2 | 1.8 | 8 | -1 | 0.1
COc1ccccc1NC(=O)CNC(=O)Cn1cnc2sc3c(c2c1=O)CCCC3 | -0.3 | -1 | 1 | 0.1
CCOC(=O)CNC(=O)CSc1nc2cccnc2n1C | -0.8 | 4 | 4 | 0.2
C[C@@H]1C[C@@H](CC(=O)N2CCC3(CC2)CC3C(=O)NCCCc2ccccc2)NC(=S)N1 (stereo not given in full) | -0.4 | 3 | -1 | 0.1
O=C(CN1C(=O)c2ccccc2C1=O)Nc1nc2c(cc3c4c(cccc42)CC3)s1 | 0.5 | 3 | 7 | 0.1
C=CCN1CCN(c2c(Br)cccc2NC(=O)c2ccc(Br)o2)CC1 | -0.4 | -2 | -8 | -0.1
CCOc1ccc(CN2CCNC(=O)C2CC(=O)NCCCn2ccnc2)cc1 (stereo not given) | -0.3 | -10 | 7 | 0.0
COc1cc(C(=O)NCC(c2ccco2)N(C)C)c([N+](=O)[O-])cc1OC (stereo not given) | -0.7 | -19 | 4 | -0.5
Cc1ccc(OCC(=O)Nc2cc3nn(-c4ccccc4)nc3cc2C)cc1C | -0.5 | -1 | 11 | 0.1
Cc1ccsc1C(=O)OCC(=O)c1ccccc1 | 0.3 | -1 | -43 | 0.0
CCOc1ccc(-n2c(=S)sc3c(=O)[nH]c(SCC(=O)NC(C)CC)nc32)cc1 (stereo not given) | -0.3 | -17 | 17 | 0.1
Cc1sc2ncn(CC(=O)N3CCN(c4ccccn4)CC3)c(=O)c2c1S(=O)(=O)N1CCOCC1 | 0.3 | -7 | -7 | -0.1
CC(NC(=O)C1c2ccccc2C(=O)N(C)C1c1cccs1)c1ccccc1 (stereo not given) | 3.1 | 4 | -7 | -0.2
CC1CCN(Cc2nnnn2CC(=O)NCc2csc(-c3ccccc3)n2)CC1 | 4.8 | 11 | 6 | 0.0

More compounds
SMILES | GPR151 ag | MITF inh | TEAD-YAP block | FBW7 act
CCOc1ccc(/C(C)=N/NC(=O)CN2CCOCC2)cc1 | -0.5 | 8 | -9 | 0.1
C/C(CC(=O)Nc1ccc(C)cc1)=N\NC(=O)C(=O)NCCO | 3.3 | -10 | -4 | -0.1
COc1ccc(CCNc2nc(Nc3ccc4ncccc4c3)nc3c2ncn3C(C)C)cc1 | 0.8 | 12 | 22 | -0.1
NNC(=O)c1nn(-c2ccc(Cl)cc2)ccc1=O | -0.5 | -2 | 3 | -0.1
C=CCN1C(=O)/C(=C2/C=Cc3ccccc3N2C)SC1=S | 0.2 | 33 | -31 | -1.3
COc1cccc(NC(=O)c2cccc3c2SCCC3=O)c1 | -2.4 | 5 | -2 | 0.0
CC(C)Oc1cccc(C(=O)Nc2ccc3[nH]c(=O)[nH]c3c2)c1 | 0.4 | -5 | -1 | -0.1
COc1ccc(CCN(C(=O)c2ccc(F)cc2)C2=CC3CCC(C2)N3C)cc1OC (stereo not given) | 1.5 | -6 | 6 | 0.0
Cc1nc(NC(=O)c2ccc([N+](=O)[O-])cc2)sc1C(C)(C)C | -0.5 | 3 | -3 | -0.2
COc1ccc(-c2noc(C3CC(=O)N(c4ccccc4)C3)n2)c(OC)c1 (stereo not given) | 0.8 | -8 | -3 | 0.4
CCN(C(=O)CCc1nc(-c2ccccc2F)no1)c1cccc(C)c1 | -0.7 | -1 | -3 | 0.0
Cc1ccc(N2CCN(S(=O)(=O)c3ccc(Br)s3)CC2C)cc1 (stereo not given) | -0.6 | 10 | 7 | 0.6
COc1ccc2c(c1)C(Cl)=C(C=O)CO2 | -1.4 | 9 | 10 | 0.1
CCOc1cc(C=O)cc(Cl)c1OS(=O)(=O)c1ccccc1[N+](=O)[O-] | -0.2 | 4 | 8 | 0.0
CCOC(=O)N1CCN(c2ncnc3c2c(-c2ccccc2)cn3-c2ccc(C)cc2)CC1 | -0.3 | 7 | 8 | 0.1
O=C(Cn1cnc2sc3c(c2c1=O)CCCC3)Nc1ccc(Oc2ccc(Cl)cc2)cc1 | -0.2 | 7 | -2 | 0.0
Cc1sc2ncn3c(=O)c4ccccc4nc3c2c1C | 0.4 | 11 | 3 | 0.1
COc1ccc(N=C2SC(C(=O)NCCc3ccccc3)CC(=O)N2CCc2ccc(OC)c(OC)c2)cc1 (stereo not given) | -0.1 | -11 | 8 | 0.3
Cc1c(C(=O)NC(=S)Nc2ccc3oc(-c4cccc(F)c4)nc3c2)oc2ccccc12 | 1.8 | 0 | 12 | -0.1
Cc1nc(N2CCN(C)CC2)c2c(C)c(C(=O)NCCN3CCOCC3)sc2n1 | -1.1 | -2 | -2 | -0.2
COc1ccc(C2=N/C(=C\c3ccc(OC)c(OC(C)=O)c3)C(=O)O2)cc1OC | -0.9 | 0 | 8 | -0.2
O=C(NC(c1ccccn1)C(F)(F)F)c1cc(COc2c(F)cccc2F)on1 (stereo not given) | -1.3 | 13 | 0 | 0.1
O=C(O)CC1=NNC(=O)C2C=CC=CC12 (stereo not given) | -1.6 | 11 | 7 | 0.1
O=C(CNc1ccc2ccccc2c1)N/N=C/C=C/c1cccc([N+](=O)[O-])c1 | 1.6 | 8 | -2 | 0.0
NC(=O)c1ccc(NC(=O)CSc2nc3ccccc3c(=O)n2-c2ccccc2)cc1 | 2.4 | 6 | 2 | -0.1
COC(=O)c1c(OCCc2scnc2C)cc(=O)n2c1CCN(Cc1ccn[nH]1)CC2 | 0.3 | -1 | 2 | 0.0
Nc1c(C(=O)Nc2ccccc2)sc(=S)n1CCc1ccccc1 | 2.4 | 17 | 1 | -0.1
CCc1ccc(NC(=O)CSc2nc3ccccc3c(=O)n2CC2CCC(C(=O)NCC3CCCO3)CC2)cc1 (stereo not given) | -0.1 | -13 | 13 | -0.1
COc1cc(/C=C2/C(=O)NC(=O)N(c3ccccc3F)C2=O)cc(Cl)c1O | -0.9 | -1 | -1 | -0.2
O=C(CN1CCC(N2CCCCC2)CC1)NCc1ccco1 | 1.4 | 45 | 1 | 0.0
Cc1ccccc1N1CC(C)Cn2c1nc1c2c(=O)n(CCC(C)C)c(=O)n1C (stereo not given) | 0.7 | -9 | -2 | -0.4
Cc1cc(C)c(NC(=O)Cn2cnc3c(cnn3C(C)(C)C)c2=O)c(C)c1 | 2.4 | 12 | -3 | 1.0
COc1ccc(-n2nc(C(=O)Nc3cc(Cl)c(OC)cc3OC)c3ccccc3c2=O)cc1 | -1.0 | 3 | 1 | 0.0
O=C(CSc1ccc(-c2nc3ccccc3[nH]2)cn1)Nc1nccs1 | -5.6 | 2 | -15 | 0.1
COc1ccc(OCC(O)CNc2ccc(Br)cc2)cc1 (stereo not given) | -0.4 | 9 | 2 | 0.0
Cc1ccc(C2CC(c3cccs3)=NN2C(=O)CSc2c[nH]c3ccccc23)cc1 (stereo not given) | -0.7 | 1 | 12 | 0.1
CCOc1ccc(C(=O)C2CCN(CC(=O)Nc3ccc(C(=O)O)cc3)CC2)cc1 | 2.2 | -9 | -3 | 0.1
CC(C)OC(=O)CCC(=O)n1nnc2ccccc21 | -0.6 | -4 | -1 | 0.0
CCCOC(=O)c1cc2cc([N+](=O)[O-])ccc2oc1=O | 1.3 | 1 | 6 | 0.0
O=C(O)c1cc(N=Cc2cccnc2)ccc1O | 1.0 | -4 | 0 | -0.1
CCC(C)NC(=O)CSc1nnc(-c2ccoc2C)n1Cc1ccccc1 (stereo not given) | -0.1 | 6 | 5 | 0.1

In the list so far, eleven contain a thiophene ring, fused or not.
SMILES | GPR151 ag | MITF inh | TEAD-YAP block | FBW7 act
CC(NC(=O)C(=O)N1CCCCC1)C(c1cccs1)N1CCN(C)CC1 (stereo not given) | -0.4 | -1 | -8 | -0.1
NS(=O)(=O)c1ccc2nc(NC(=O)c3ccc(Cl)s3)sc2c1 | -1.3 | 5 | -57 | 0.1
COc1ccccc1NC(=O)CNC(=O)Cn1cnc2sc3c(c2c1=O)CCCC3 | -0.3 | -1 | 1 | 0.1
Cc1ccsc1C(=O)OCC(=O)c1ccccc1 | 0.3 | -1 | -43 | 0.0
Cc1sc2ncn(CC(=O)N3CCN(c4ccccn4)CC3)c(=O)c2c1S(=O)(=O)N1CCOCC1 | 0.3 | -7 | -7 | -0.1
CC(NC(=O)C1c2ccccc2C(=O)N(C)C1c1cccs1)c1ccccc1 (stereo not given) | 3.1 | 4 | -7 | -0.2
Cc1ccc(N2CCN(S(=O)(=O)c3ccc(Br)s3)CC2C)cc1 (stereo not given) | -0.6 | 10 | 7 | 0.6
O=C(Cn1cnc2sc3c(c2c1=O)CCCC3)Nc1ccc(Oc2ccc(Cl)cc2)cc1 | -0.2 | 7 | -2 | 0.0
Cc1sc2ncn3c(=O)c4ccccc4nc3c2c1C | 0.4 | 11 | 3 | 0.1
Cc1nc(N2CCN(C)CC2)c2c(C)c(C(=O)NCCN3CCOCC3)sc2n1 | -1.1 | -2 | -2 | -0.2
Cc1ccc(C2CC(c3cccs3)=NN2C(=O)CSc2c[nH]c3ccccc23)cc1 (stereo not given) | -0.7 | 1 | 12 | 0.1
